Screens: PubChem, Sanford-Burnham Center for Chemical Genomics
MPTP inh = blocks calcium-induced mitochondrial swelling; isolated mouse mitochondria, Ca2+ swelling absorbance, 30 min; inhibition, % at 10 µM; hit rate 1.4% among 360,000;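 active = inhibition of 50% or more, scaled per plate between neutral and stimulator controls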;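 note: 0% = DMSO wells given calcium and 100% = 1 mM EGTA wells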
Numbers without * were called inactive.

MPTP inh	Molecule
5.9	COc1ccc(C(=O)N2C=Cc3ccccc3C2C(N)=O)cc1 (configuration not stated)
-1.8	Cc1c(C(=O)NCc2ccc3c(c2)OCCO3)sc(=O)n1Cc1ccc2c(c1)OCO2
-1.0	C#CCNC(=O)C[C@@H]1C[C@@]2(C(=O)OC)CC(C)(C)CC=C2N(Cc2cccc3ccccc23)C1=O
-0.3	Cc1ccsc1CN(C)c1ncnc2ccc(-c3ccoc3)cc12
-3.2	CCCCCCCCN1C(=O)[C@H](CC(=O)N2CCN(C(=O)OCC)CC2)C[C@@]2(C(=O)OC)CC(C)(C)CC=C12
-0.2	Cc1noc(C)c1-c1ccc(C(=O)Nc2cccc(C(F)(F)F)c2)c2occc12
49	OC(c1cc(Cl)cc(Cl)c1)c1ncc(-c2ccccc2C(F)(F)F)[nH]1 (configuration not stated)
1.4	CCCCCCN1CCN(C2CN(Cc3ccc([N+](=O)[O-])cc3)S(=O)(=O)C2)CC1 (configuration not stated)
0.5	CC(NCCCSc1ccccc1)C(O)c1ccc(O)cc1 (configuration not stated)
-2.1	COCCn1c(SCC(=O)N2CCCC2)nc2c(c1=O)SCC2
-0.5	CC1CCc2sc(C(=O)NN=C3CCCC3)cc2C1 (configuration not stated)
-1.2	COc1ccc2c(c1)CCCO[C@]21O[C@H](CCO)C[C@H](O)[C@H]1O
0.1	OC[C@@H]1CN(Cc2cccs2)C[C@H](n2cnc3c(NCc4ccco4)ncnc32)O1
-0.2	CCN(C)C1CN(Cc2cn(Cc3cccc(Cl)c3)nn2)S(=O)(=O)C1 (configuration not stated)
0.0	CN(Cc1ccc(Cl)cc1Cl)C(=O)C1CSC2(C)CCC(=O)N12 (configuration not stated)
-5.5	CC(C)Cc1ccc(CN2C(C)C(=O)N(Cc3cn(Cc4ccco4)nn3)CCS2(=O)=O)cc1 (configuration not stated)
-0.9	O=C1NC[C@@H](CCCCN2CCN(Cc3ccccc3)C(=O)C2=O)N(Cc2ccccc2)C1=O
-1.1	O=S1(=O)CC(N2CC=CC2)CN1Cc1cn(Cc2ccc(F)cc2)nn1 (configuration not stated)
7.6	c1ccc(OCCNc2nc(NCC3CC3)nc3ccsc23)cc1
0.6	N#Cc1ccc(NC(=O)COC(=O)c2cccc(S(=O)(=O)N3CCCC3)c2)cc1

A draw from above in order of number of heavy atoms, high to low:
MPTP inh	Molecule
-5.5	CC(C)Cc1ccc(CN2C(C)C(=O)N(Cc3cn(Cc4ccco4)nn3)CCS2(=O)=O)cc1 (configuration not stated)
7.6	c1ccc(OCCNc2nc(NCC3CC3)nc3ccsc23)cc1
5.9	COc1ccc(C(=O)N2C=Cc3ccccc3C2C(N)=O)cc1 (configuration not stated)

(further entries)
MPTP inh	Molecule
1.6	CC1(Oc2ccc(Cl)cc2)CCN(Cc2ccc(OC(F)(F)F)cc2)C1 (configuration not stated)
-0.3	COC(=O)N(C)C[C@@H]1OCc2cnnn2CCCC(=O)N([C@@H](C)CO)C[C@@H]1C
-0.6	Cc1cc(NC(=O)COC(=O)COc2ccc(Cl)c(C)c2)no1
1.7	CCc1nc2ccc(C(=O)Nc3cccc(NS(C)(=O)=O)c3)cn2c1N(C=O)CCC(C)C
0.7	COc1ccc(C(C(=O)NCc2ccccc2)n2c(-c3ccncc3)nc3ccccc32)cc1 (configuration not stated)
1.6	CCCCC[C@@H](C)N1C[C@H](COCc2ccccc2)Oc2cc(N3CC[C@H](O)C3)ccc2S1(=O)=O
0.6	Cc1ccc(OCCCC(=O)N(C)CC(=O)Nc2c(C)cccc2C)cc1
0.1	COc1ccc(C(=O)NCCCNc2nc3cc(C)cc(C)c3cc2C#N)cc1
-0.8	O=C(c1cccs1)N1C[C@@H](n2cc(C3CC3)nn2)[C@H](O)C[C@@H]1c1ccc(Cl)cc1
-0.2	CC1(C(=O)Nc2ccc3c(c2)OCO3)Cc2c(-c3ccccc3)ccnc2O1 (configuration not stated)
-1.1	CCOC(=O)C1=CCC2C(=O)N(C)C(=O)C12 (configuration not stated)
1.5	Cc1ccc(Cc2c(-c3cccc(Br)c3)nc3ccc(Br)cn23)cc1
-0.2	O=C(CSc1nnc(-c2cccc(Br)c2)o1)NCC1CCCO1 (configuration not stated)
0.0	CCOC(=O)[C@]12CCC=C1N(Cc1ccc(Cl)cc1Cl)C(=O)[C@H](CC(=O)NCc1cccs1)C2
1.5	COCCNC(=O)C1CCCN(Cc2ccccc2)CC1 (configuration not stated)
0.4	Cc1cc(C)c2c(=O)n3c(nc2c1)C(CC(C)C)NC(=O)c1cc2ccccc2cc1-3 (configuration not stated)
0.1	Cc1noc(C)c1NC(=O)N(C)C[C@@H]1Oc2ncc(Br)cc2C(=O)N([C@H](C)CO)C[C@@H]1C
60*	CC(C)Nc1nc(NCCOc2ccccc2Cl)c2sc(-c3ccccc3)cc2n1
0.0	O=C(NC1CCCC1)C1C(c2ccc(C(F)(F)F)cc2)=Nc2ccccc2N1C(=O)c1ccco1 (configuration not stated)
0.0	CCNC(=O)C1(C)CCCN(C(=O)c2ccc3ccccc3n2)C1 (configuration not stated)
-1.1	CCOC(=O)C1(C)CCCN(C(=O)c2cccnc2SC)C1 (configuration not stated)
0.7	O=C(Nc1ccc(F)c(Cl)c1)c1cc(C2CCCCN2C(=O)c2ccc(Cl)cc2)on1 (configuration not stated)
2.6	CC(O)(c1cccc(F)c1)c1nc(-c2ccoc2)cs1 (configuration not stated)
-2.4	CC(=O)NCCNC(=O)C1Cc2c(-c3cccc(NC(C)=O)c3)ccnc2O1 (configuration not stated)
1.8	C[C@H](c1ccccc1)N1C[C@H](COCc2ccccc2)Oc2cc(N3CC[C@H](N(C)C)C3)ccc2S1(=O)=O
1.4	CC(C)n1nnnc1C1c2ccccc2C(=O)N1Cc1ccccc1 (configuration not stated)
3.8	N#Cc1cccc(OCCCN2CCC(C(O)(c3ccccc3)c3ccccc3)CC2)c1
-0.5	Nc1nc2c(ncn2[C@@H]2O[C@H](CNCc3ccc(F)c(N4CCOCC4)c3)[C@@H](O)[C@H]2O)c(=O)[nH]1
-1.0	O=C(NCc1ccc(F)cc1F)[C@@H]1CCCN1C(=O)[C@@H]1CCCN1C(=O)c1cccc(Cl)c1
1.1	CCCCC(O)C1=C[N+](=O)CC=C1 (configuration not stated)
-0.1	C[C@@H]1CN([C@@H](C)CO)C(=O)CCCn2nncc2CO[C@H]1CN(C)S(=O)(=O)c1ccc(F)cc1
1.8	CC1Cc2nc(SCC(=O)N3CCCCC3)n(C)c(=O)c2S1 (configuration not stated)
-0.7	CCC(=O)N1CCCC(C)(C(=O)Nc2ccc3scnc3c2)C1 (configuration not stated)
-1.0	CCCCN1C(=O)C(CC(=O)NC2CCCC2)CC(C(=O)N(C)C)=C1C (configuration not stated)
3.0	OC(c1ccc(F)c(F)c1)c1ncc(-c2ccccc2F)[nH]1 (configuration not stated)
0.1	CCC(C(=O)Nc1c(C)cccc1C)n1c(-c2ccc(=O)[nH]c2)nc2ccccc21 (configuration not stated)
0.0	COCCN(C(=O)COC(=O)C12CC3CC(CC(O)(C3)C1)C2)c1c(N)n(Cc2ccccc2)c(=O)[nH]c1=O
-0.4	O=C(NC1CCCC1)C1C(c2ccccc2)=Nc2ccccc2N1C(=O)c1ccc(C(F)(F)F)cc1 (configuration not stated)
0.8	COc1ccccc1CNC(=O)c1cc(-c2cc(F)ccc2OC)n[nH]1
1.1	CN1OC[C@@H]2CN(Cc3ccc4c(c3)OCO4)[C@H](c3ccc(N4CCCCC4)cc3)C[C@@H]21
-0.7	Cc1ccc(C(=O)O)cc1NCc1cccnc1
-1.9	Nc1ncnc2c1ncn2C1OCC(O)C1O (configuration not stated)
-0.2	Cc1cc(C(=O)N2CCCC(CO)(Cc3ccc(F)cc3F)C2)nn1C (configuration not stated)
1.6	CCc1ccc(/C=C2\SC(=S)N(CCCC(=O)Nc3cc(C)on3)C2=O)cc1
-1.1	COc1ccc(-c2ccc(CN3C(C(C)C)C(=O)N(Cc4cn(Cc5ccco5)nn4)CCS3(=O)=O)cc2)cc1 (configuration not stated)
0.5	O=C(CC[C@H]1O[C@@H](n2cnc3c(NC(=O)c4ccccc4)ncnc32)[C@H](O)[C@@H]1O)NCc1cccs1
0.0	CCC(=O)N1Cc2cc(C(=O)Nc3nccs3)nc(-c3cccc(-c4ccccc4OC)c3)c2[C@@H]1CCO
-2.6	CCCCN(C(=O)c1ccccc1Cl)C(CC(C)C)c1nc2ccccc2[nH]1 (configuration not stated)
0.0	O=C(Nc1ccc(N2CCOCC2)cc1)c1cccc2c(-c3ccc(F)c(F)c3)coc12
-1.4	Cc1ccc(S(=O)(=O)N2C[C@@]3(O)Cn4c(=O)ccc(=O)n4C[C@@]3(OC(=O)NCC3CCCCC3)C2)cc1
0.1	COC(=O)c1cc(S(=O)(=O)Nc2cccc(-c3ccno3)c2)c[nH]1
0.8	Nc1nc2ncccc2cc1C(=O)NC1CCCCC1
-0.3	Cc1cccc(C)c1NC(=O)C(C1CC1)n1c(=O)c(-c2ccco2)nc2ccccc21 (configuration not stated)
2.7	O=C(Nc1cccc(OC(F)(F)F)c1)C1Cc2c(-c3cccc(F)c3)ccnc2O1 (configuration not stated)
-1.8	CC(C1SC(=S)NC1=O)C1SC(=S)NC1=O (configuration not stated)
1.0	COc1cc(CNC(=O)c2cc(-c3cc(OC)ccc3Cl)n[nH]2)cc(OC)c1
1.5	CC(=O)c1ccc(-c2cnc3c(NC=O)cc(-c4ccc(C(=O)NC5CC5)cc4)cn23)cc1
-0.5	O=C(O)CC(c1ccccc1)c1ccc2c(c1)OCO2 (configuration not stated)
-1.7	CCCCOCCCNC(=O)C[C@@H]1C[C@@]2(C(=O)OCC)CCC=C2N(CCC2=CCCCC2)C1=O
1.4	COc1cc(C(=O)C(=O)N2CCN(c3ccc(C)cc3)CC2)cc2ccccc12

An excerpt of these results, as labelled records.
SMILES: Cc1ccc(S(=O)(=O)N2C[C@@]3(O)Cn4c(=O)ccc(=O)n4C[C@@]3(OC(=O)NCC3CCCCC3)C2)cc1
  MPTP inh: -1.4

SMILES: COC(=O)c1cc(S(=O)(=O)Nc2cccc(-c3ccno3)c2)c[nH]1
  MPTP inh: 0.1

An excerpt of these results, field by field.
CCCCN(C(=O)c1ccccc1Cl)C(CC(C)C)c1nc2ccccc2[nH]1 (configuration not stated)
  MPTP inh: -2.6

O=C(Nc1ccc(N2CCOCC2)cc1)c1cccc2c(-c3ccc(F)c(F)c3)coc12
  MPTP inh: 0.0

Cc1ccc(S(=O)(=O)N2C[C@@]3(O)Cn4c(=O)ccc(=O)n4C[C@@]3(OC(=O)NCC3CCCCC3)C2)cc1
  MPTP inh: -1.4

COC(=O)c1cc(S(=O)(=O)Nc2cccc(-c3ccno3)c2)c[nH]1
  MPTP inh: 0.1

The list continues:
MPTP inh	Molecule
-0.9	O=C(/C=C/[C@H]1O[C@@H](n2ccc(=O)[nH]c2=O)[C@H](O)[C@@H]1O)NCc1cccs1
-2.6	Cc1ccc(S(=O)(=O)N2C[C@H]3[C@H]4C(=O)N(c5ccccc5)C(=O)[C@H]4CC(=O)[C@H]3[C@@H]2c2ccccc2F)cc1
0.0	CC1=CC(C)C(=O)N(CCN2CCOCC2)C(C)=C1 (configuration not stated)
0.8	COCCNC(=S)N(C)[C@H]1C[C@H]2c3cc(Oc4ccccc4C)ccc3CCN2C(=O)[C@H]1[C@H](C)O
-1.0	CCC(C)C(CO)NCCCn1cnc2c(SC)ncnc21 (configuration not stated)
0.4	CC1(C(=O)NS(=O)(=O)c2ccc(Cl)cc2)CCN1C(=O)c1ccco1 (configuration not stated)
3.1	O=C(C[C@H]1C=C[C@@H](NS(=O)(=O)c2ccccc2)[C@@H](CO)O1)NCc1ccc(Cl)c(Cl)c1
-0.3	Cc1nc2ccc(C(=O)N(C)Cc3ccco3)cn2c1N(C)C(=O)CCc1ccccc1
1.7	Nc1ccc(N2N=C(N3CCCC3)CC2=O)cc1
1.1	COc1ccc(NC(=O)C2c3ccccc3OCC(=O)N2Cc2ccc3c(c2)OCO3)cc1 (configuration not stated)
7.1	O=C(Nc1ccc2ccccc2c1)C(c1ccccc1)n1c(=O)c(-c2cc3ccccc3[nH]2)nc2ccccc21 (configuration not stated)
0.6	CCCCn1nnnc1C1(C)CCC(=O)N1CCc1ccccc1F (configuration not stated)
0.7	COCc1cccc(-c2csc(C(NC(C)=O)c3ccc(F)c(F)c3)n2)c1 (configuration not stated)
-6.2	CC(C)C[C@H]1CN(CCCC[C@H]2CNC(=O)C(=O)N2CC2CCCCC2)C(=O)C(=O)N1CCC1CCCCC1
0.9	CC(C)NC(=O)CN1CCN(C(c2ccnc3ccccc23)c2nnnn2-c2ccc3c(c2)OCCO3)CC1 (configuration not stated)
-1.8	Cc1c(C(=O)NCc2cccc(C(F)(F)F)c2)sc(=O)n1Cc1ccc(F)cc1
0.1	CCOC(=O)C1(C)CCCN(C(=O)c2cc(C)on2)C1 (configuration not stated)
1.1	CCN(Cc1ccccc1)c1cc2c(c3c1ccn3C)C1CCC2O1 (configuration not stated)
-2.8	CCCCCCCCN1C(=O)[C@H](CC(=O)NCc2ccc(OC)c(OC)c2)C[C@@]2(C(=O)OCC)CCCC=C12
-0.7	CCN(c1ccccc1)S(=O)(=O)c1cccc(C(=O)NCC(c2ccc(OC)cc2)N2CCCCC2)c1 (configuration not stated)
0.6	Cc1noc(C)c1-c1ccc(C(=O)Nc2cccc(NS(C)(=O)=O)c2)c2occc12

Random excerpt: 4 entries already listed, in no set order.
MPTP inh	Molecule
1.1	COc1ccc(NC(=O)C2c3ccccc3OCC(=O)N2Cc2ccc3c(c2)OCO3)cc1 (configuration not stated)
0.0	CC1=CC(C)C(=O)N(CCN2CCOCC2)C(C)=C1 (configuration not stated)
1.1	CCN(Cc1ccccc1)c1cc2c(c3c1ccn3C)C1CCC2O1 (configuration not stated)
0.1	CCOC(=O)C1(C)CCCN(C(=O)c2cc(C)on2)C1 (configuration not stated)

This is a subset; the hit share may differ from the screen's.
